# Compound activity deposited in PubChem by several laboratories.
# NOD2 inhibition: inhibition of NOD2-driven NF-kB reporter – cell-based, luminescence, uHTS, HEK293 (AID 1566); HEK293 NOD2/NF-kB luciferase reporter, luminescence; higher % means a stronger effect; inhibition, % at 4 µM; hits with a dose series show EC50 in µM; 290,000 compounds, 0.63% hits; in the data active means inhibition above about 50%; further: many of its hits are not listed in these tables
# Ins promoter up: MIN6 insulin promoter up-regulation | AID 1625 | z-score at 5 µM | MIN6 insulin promoter-GFP reporter, high-content imaging; active compounds read high | 190,000 compounds, 0.3% hits;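 active means z-score above 3 at 5 µM with at least 500 cells counted in the well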
# MT stabilize HCS: stabilizes microtubules in HeLa cells; HeLa tubulin immunostaining HCS, 24 h; share of cells brighter than vehicle mean+2SD; % tubulin-high responders, % at 10 µM; 200,000 compounds, 0.83% hits; AID 2205;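 active means plate Z-score above 3 for both tubulin-high and condensed-nucleus cell shares, with cell loss under 80%, at 10 µM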;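 further: anti alpha tubulin signal scored within the nucleus-defined area of each cell; some results filed as inactive read as strong as hits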
# bCat nuc transl: beta-catenin nuclear translocation modulation. HeLa beta-catenin nuclear translocation, immunofluorescence imaging. nuclear translocation activity, % at 5 µM. 190,000 compounds, 0.3% hits. AID 1665;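 active means nuclear translocation activity above 50% at 5 µM, with a well cell count of 50 or more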;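 further: per-cell ratio of nuclear to cytoplasmic median beta-catenin stain intensity; plate controls were DMSO negative control for no effect and GSK-3 inhibitor IX positive control for full effect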
#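 System: Human HeLa cells, endogenous beta-catenin | Compound dosing: 5 µM primary, 0.02–20 µM confirmation | Timing: 24 h compound exposure at 37°C, 5% CO2 | Measured by: Fluorescence imaging of beta-catenin antibody stain plus DAPI | Read-out basis: % activation of per-cell nuclear versus cytoplasmic median beta-catenin signal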
# Dynein cargo inh: dynein cargo transport inhibition; z-score, hits read low; 220,000 compounds, 0.47% hits; AID 1381; 3617.4 mouse cells, GR-EGFP nuclear translocation imaging; test concentration mostly 20 µM; stimulated with dexamethasone, 1 µM; active compounds read low;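 active means plate z-score of nuclear minus cytoplasmic receptor signal below a set negative limit, without overly bright fluorescence or cell loss, cut at about -3.5 in these data, passing the limit was not always enough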;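 further: z-score of nuclear minus cytoplasmic ring GR-EGFP intensity difference per well; some compounds called inactive have numbers as strong as hits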
#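 Buffer or medium – tet-free medium with charcoal-stripped serum · Signal – automated 10x imaging of fixed Hoechst-stained cells · Also added – dexamethasone agonist, 1.0 µM final, for 30 min · Incubation – induction 48 h, compound 1 h, agonist 30 min · Read-out – GR-EGFP nuclear translocation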
# Autophagy HCS: alters autophagy in cells; AID 463193; 190,000 compounds, 0.98% hits; calls only at 10 µM (by protocol); MEF GFP-LC3 puncta imaging; test concentration mostly 10 µM;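 active means percentage of spot-positive cells more than 3 SD above its plate mean, without a fluorescence outlier flag or 80% toxicity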;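 further: spot-positive cell cutoff set from DMSO-treated cells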
# Yfh1-off respiration: enhancers of respiration in Yfh1-depleted yeast, dose response, Friedreich's ataxia, plus single-dose screen (AID 1465) | fold induction at 50 µM; hits with a dose series show EC50 in µM | 220,000 compounds, 0.074% hits | S. cerevisiae Yfh1-off respiration, WST-1 reduction, 72 h; higher fold induction means a stronger effect;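 active means fold induction of absorbance versus untreated yeast above a set limit, then at least 30% activation at any dose in follow-up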;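 further: activators that raise dye reduction in frataxin-depleted yeast; strong numbers were not always called active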
# M17LAP inhibition: P. falciparum M17LAP inhibitors, primary screen, biochemical, fluorogenic H-Leu-NHMec substrate, 1536-well (AID 1619); one-dose inhibition, % at 30 µM; IC50 in µM for titrated hits; recombinant M17LAP, H-Leu-NHMec fluorogenic kinetic assay; higher % means a stronger effect; 220,000 compounds, 0.38% hits;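 active means compound inhibiting the enzyme by more than half at any dose during confirmatory dose-response retesting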;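 further: plate controls were full reaction with DMSO carrier for no effect and no enzyme background for full effect; strong numbers were not always called active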
# NOD1 NF-kB reporter: inhibition of NOD1-driven NF-kB reporter – cell-based, luminescence, uHTS, primary screen (AID 1578) | inhibition, % at 4 µM, or EC50 in µM where a hit was titrated | NOD1-driven NF-kB luciferase reporter cells, luminescence; higher % means a stronger effect | 290,000 compounds, 1% hits; in the data active means inhibition mostly above about 36%, no sharp cut-off; inactive means mostly below about 34%;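 further: HEK-293T reporter cells stimulated with the NOD1 agonist gamma-tri-DAP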
# Dynein cargo inh cytoplasmic EGFP: also measured in Dynein cargo inh; calls as there; z-score; measured here: cytoplasmic GR-EGFP intensity; active compounds read high
# Dynein cargo inh nuclear GR-EGFP: second read-out of Dynein cargo inh, no call of its own (marks repeat the call); z-score; measured here: nuclear GR-EGFP intensity;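 lower value marks the stronger effect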
# Dynein cargo inh cell count: also measured in Dynein cargo inh; calls as there; z-score; measured here: cell count per field
# Ins promoter up cell count: also measured in Ins promoter up; calls as there; cell count; measured here: cytotoxicity, nuclei count;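 total cells summed across four imaged fields per well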
# bCat nuc transl cell count 5 µM: second read-out of bCat nuc transl, no call of its own (marks repeat the call); cell count; measured here: cell count, cytotoxicity flag
# MT stabilize HCS Hoechst-high %: further read-out of MT stabilize HCS, marked with its call; % Hoechst-high responders; measured here: nuclear condensation Hoechst responders;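 share of cells brighter than vehicle mean plus two SD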
# MT stabilize HCS cytotoxicity %: second read-out of MT stabilize HCS, no call of its own (marks repeat the call); toxicity, %; measured here: cytotoxicity by cell density;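 0% = mean cell density of plate MIN control wells and 100% = no cells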
# Autophagy HCS cell loss 18 h: recorded beside Autophagy HCS, whose call it bears; toxicity, %; measured here: cell loss, nuclei count;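 cell loss after 18 h compound exposure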
# An asterisk follows results filed as active; i = inactive; · = not tested or not shown. An excerpt; the hit share may differ from the screen's.
SMILES,NOD2 inhibition,Ins promoter up,Ins promoter up cell count,MT stabilize HCS,MT stabilize HCS Hoechst-high %,MT stabilize HCS cytotoxicity %,bCat nuc transl,bCat nuc transl cell count 5 µM,Dynein cargo inh,Dynein cargo inh cytoplasmic EGFP,Dynein cargo inh nuclear GR-EGFP,Dynein cargo inh cell count,Autophagy HCS,Autophagy HCS cell loss 18 h,Yfh1-off respiration,M17LAP inhibition,NOD1 NF-kB reporter
Cc1cccc(COCCN2CCN(S(=O)(=O)c3ccccc3)CCC2=O)c1,-41.7%,1.26,584,·,·,·,1.6,1064,1.66,-0.593,0.732,-1.15,·,·,i,-5.2%,6.4%
O=C(CN1CCC(n2nnc3cc(C(F)(F)F)ccc32)CC1)N1CCc2ccccc21,0.0%,-0.5,1279,3.3,2.2,9.0,-7.3,1008,-0.35,0.386,0.161,-0.809,i,-2.2,i,10.6%,14.7%
CCCCc1c(C)c2ccc(OCC(C)=O)cc2oc1=O,-85.4%,·,·,2.5,3.0,4.6,-3.9,1200,-1.78,-0.156,-0.876,5.61,i,-6.5,i,-6.6%,-105.4%
CC(CN1CCOCC1)OC(=O)c1ccc2c(c1)OCCO2 (stereo not given),-36.2%,1.58,989,1.5,1.0,4.7,-2.2,791,-0.0739,-0.218,-0.23,0.0728,i,5.2,i,5.1%,-43.0%
CCN(CCO)C(=O)C(c1ccccc1)c1ccccc1,9.5%,0.25,1271,3.4,1.6,3.6,-1.3,1401,0.613,-0.171,0.603,0.324,i,-2.4,i,2.0%,7.7%
C#CCNC(=O)C1=C[C@H](c2ccc(Br)cc2)C[C@H](OCc2ccc(CO)cc2)O1,0.7%,1.15,1315,4.3,1.3,6.8,-2.6,1150,0.0167,-0.188,0.41,-0.649,i,15.2,i,-3.8%,-7.9%
CCOc1ccccc1CNC(CC)CO (stereo not given),4.6%,0.01,1581,3.2,0.5,0.5,-4.9,1136,-0.0553,-0.193,-0.0235,0.107,i,24.6,i,-2.2%,-52.3%
CCC(Sc1nnnn1-c1ccccc1)C(=O)Nc1nc2ccccc2s1 (stereo not given),5.4%,-0.73,1123,2.2,1.6,4.2,-4.8,1272,-0.256,-0.189,-0.136,-0.624,i,-6.6,i,10.0%,-6.7%
Cc1nn(CC(=O)Nc2ccc3c(c2)nc2n3CCOC2)c(=O)c2ccccc12,13.2%,0.45,872,2.1,2.2,7.1,·,·,0.0591,-0.307,0.0863,-0.0825,i,-9.4,i,1.1%,5.6%
O=C1C2CC=CCC2C(=O)N1c1n[nH]c(Cc2ccccc2)n1 (stereo not given),-9.7%,-1.22,1217,2.0,1.4,3.8,-3.1,1166,0.88,0.531,0.93,-0.692,i,-7.2,i,25.7%,-11.6%
COc1cc(NC(=S)NN2CCN(C)CC2)cc(OC)c1OC,12.7%,-0.38,1605,4.1,2.0,5.4,0.8,1586,0.532,-0.279,0.144,0.085,i,12.2,i,0.4%,-14.5%
Cc1cc(C)n2ncc(/C(N)=N/OC(=O)c3ccccc3F)c2n1,19.1%,-0.38,1368,·,·,·,0.2,1304,-0.0145,-0.173,-0.287,0.353,·,·,i,6.7%,-6.5%
Cn1c(Cn2c(=O)sc3ccccc32)nnc1SCc1cccnc1,4.6%,-0.05,1064,2.9,3.2,3.3,·,·,-1.01,-0.198,-0.598,0.358,i,-5.9,i,-3.1%,3.9%
COCCNCC(=O)C12CC3CC(CC(C3)C1)C2,-3.9%,-0.44,800,3.4,3.9,8.7,-3.3,1144,1.91,-0.1,1.68,-1.94,i,0.5,i,-1.1%,1.2%
CCOc1ccc(NC(=O)[C@@H](NC(=O)c2ccccc2)[C@@H](C)CC)cc1,6.9%,·,·,2.6,1.4,4.8,·,·,-0.225,-0.279,-0.00911,0.782,i,-7.8,i,5.1%,-3.8%
Cc1ccc(C)c(NC(=O)c2cnn3ccccc23)c1,-34.9%,0.19,989,4.7,5.1,1.3,-6.5,1178,-0.173,-0.241,0.174,0.426,i,15.3,i,-2.7%,-20.9%
Cc1c([N+](=O)[O-])c(C(=O)Sc2ccc(Br)cc2)nn1C,12.5%,-0.01,1257,·,·,·,0.0,1051,-2.67,0.734,-1.5,0.847,·,·,i,-2.6%,5.5%
Cc1ccc2nc(NCc3ccccc3)c(C=NCc3cccnc3)c(=O)n2c1,-22.3%,-0.4,909,·,·,·,0.4,1278,0.209,-0.854,-0.0175,0.333,·,·,i,14.6%,0.0%
O=C(CCCN1C(=O)c2ccccc2C1=O)NC1CCCCCC1,5.2%,0.23,875,1.8,1.1,5.4,-2.7,1212,-0.0313,-0.389,0.29,-0.116,i,-7.9,i,1.1%,-29.9%
CCC(C)NC(=S)Nc1ccccc1OC (stereo not given),-13.6%,1.06,1303,2.2,2.6,12.2,2.1,1072,0.986,-0.192,0.497,-0.739,i,-0.1,i,3.9%,10.4%
Nc1c(Cl)ncnc1N/N=C/c1ccnc2ccccc12,-19.4%,-0.2,1268,1.1,2.5,7.2,0.2,1008,0.545,-0.166,0.782,-1.71,i,-2.5,i,-2.5%,8.6%
CCOC(=O)c1ccc(COC(=O)c2ccc(-c3nnc(-c4ccccc4)o3)cc2)o1,·,·,·,2.6,1.7,2.5,·,·,0.0806,-0.129,0.284,0.822,i,-2.4,i,·,·
CNC(=O)Nc1ccc2snnc2c1,-9.3%,0.83,1101,6.1,1.9,10.4,·,·,0.171,-0.0904,0.155,-0.196,i,5.6,i,7.7%,11.7%
COc1cc2nc(-c3ccccc3)nc(N3CCCC3)c2cc1OC,17.0%,·,·,3.1,2.0,7.3,1.9,975,1.23,-0.213,0.613,-0.605,i,-7.9,i,-0.3%,12.2%
O=C(Cn1cc(F)c(=O)[nH]c1=O)NCCO,10.4%,0.07,1258,4.6,1.6,5.4,-1.4,1091,-0.129,-0.305,-0.0299,-0.366,i,32.1,i,-4.6%,-30.9%
CC(=O)Nc1cccc(OCC(=O)/C=C2\N(C)c3ccccc3C2(C)C)c1,1.4%,-0.37,1265,5.5,3.3,0.8,-1.5,1007,0.0187,-0.0827,0.0778,0.535,i,4.8,i,3.1%,6.3%
O=C(Nc1cccc([N+](=O)[O-])c1)C1CC(=O)N(Cc2ccccc2)C1 (stereo not given),-17.6%,-0.82,1218,2.1,3.2,6.0,-3.5,1240,1.57,-0.183,0.987,-1.2,i,14.8,i,-2.9%,-16.0%
CCOc1cccc(NC(=O)C2CC(=O)N(c3ccc(F)cc3)C2)c1 (stereo not given),10.5%,-0.14,1461,2.1,0.8,2.0,-0.1,1501,-0.808,-0.275,-0.0744,1.06,i,-3.3,i,·,-27.5%
Cc1ccccc1Nc1nc(N)nc(CSc2nnc3ccccn23)n1,-28.3%,-0.22,1462,4.2,2.1,5.7,0.3,1053,-0.674,-0.324,-0.102,0.347,i,9.2,i,5.5%,-16.0%
Cc1c([N+](=O)[O-])cc(C(=O)Oc2ccc(Br)cc2C(=S)N2CCCCC2)cc1[N+](=O)[O-],7.0%,·,·,1.4,1.6,5.3,-8.1,1203,-1.37,0.212,-0.423,0.458,i,-11.4,i,-1.3%,0.8%
Cc1ccccc1-c1nc(CN2CCC(C(=O)N3CCC(C(N)=O)CC3)CC2)c(C)o1,7.1%,-1,1868,4.7,2.8,5.9,-0.8,1169,0.43,-0.352,0.562,1.12,·,·,i,-13.6%,-15.7%
COc1ccc2[nH]c(C)c(CCNC(=S)Nc3ccc(C)cc3)c2c1,-11.4%,-0.8,1145,2.5,3.5,9.6,-1.7,1104,-1.62,-0.112,-0.994,0.317,i,-9.6,i,1.9%,-4.2%
Cc1[nH]nc2c1C(c1ccc(N(C)C)cc1)C1=C(CC(C)(C)CC1=O)N2 (stereo not given),14.2%,0.84,1626,1.5,1.7,7.6,-3.4,1085,0.969,-0.204,0.583,-0.319,i,25.9,i,1.7%,-3.3%
COc1ccc(NC(=O)CCCn2c(=O)[nH]c3ccccc3c2=O)cc1,3.6%,0.21,1609,3.0,1.8,7.8,-2.5,975,3.51,-0.206,2.55,-1.69,i,-5.3,i,19.2%,-19.2%
Cc1nn(Cc2ccccc2)c(C)c1NC(=O)CSc1nc2c(c(C(F)(F)F)n1)CCc1ccccc1-2,12.9%,-2.47,1489,2.5,1.9,4.9,-2.3,1116,0.524,-0.254,0.405,-0.244,i,7.2,i,3.0%,-2.0%
COc1cccc(NC(=O)C(c2ccccc2)N2CCCCC2)c1 (stereo not given),10.6%,-0.27,1267,2.5,3.2,3.3,-1.5,1029,-1.2,-0.206,-0.652,0.849,i,-7.6,i,11.9%,-4.8%

# Fetched by compound from the list above (2):
SMILES,NOD2 inhibition,Ins promoter up,Ins promoter up cell count,MT stabilize HCS,MT stabilize HCS Hoechst-high %,MT stabilize HCS cytotoxicity %,bCat nuc transl,bCat nuc transl cell count 5 µM,Dynein cargo inh,Dynein cargo inh cytoplasmic EGFP,Dynein cargo inh nuclear GR-EGFP,Dynein cargo inh cell count,Autophagy HCS,Autophagy HCS cell loss 18 h,Yfh1-off respiration,M17LAP inhibition,NOD1 NF-kB reporter
CCOc1cccc(NC(=O)C2CC(=O)N(c3ccc(F)cc3)C2)c1 (stereo not given),10.5%,-0.14,1461,2.1,0.8,2.0,-0.1,1501,-0.808,-0.275,-0.0744,1.06,i,-3.3,i,·,-27.5%
COc1cccc(NC(=O)C(c2ccccc2)N2CCCCC2)c1 (stereo not given),10.6%,-0.27,1267,2.5,3.2,3.3,-1.5,1029,-1.2,-0.206,-0.652,0.849,i,-7.6,i,11.9%,-4.8%
